Bioassay records from PubChem BioAssay.
GCN5L2 inh: GCN5L2 (KAT2A) acetyltransferase inhibition. GCN5L2 HAT assay, ThioGlo1 CoA-SH fluorescence. Potency, µM (titrated, usually from 58.9 µM), inactives show at the top dose activity change, negative = inhibition, usual class: inhibitors. actives 0.21% (n = 390,000)
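GCN5L2 (20nM final) in 50mM HEPES, 0.1mM EDTA pH 7.5, 0.01% Tween-20 was preincubated 15 min at room temperature with compound, then given ThioGlo1 (50uM), H3(1-25) peptide (75uM) and acetyl-CoA (70uM); CoA-thiol fluorescence (Ex340/Em540) was read at 0 and 20 min.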
FEN1 inhibitor: human FEN1 inhibition | P39748 | Recombinant FEN1 flap cleavage, fluorescence, 15 min | Potency, µM (titrated, usually from 114 µM), without a hit: top-dose activity change, negative = inhibition, actives largely listed as inhibitors | actives 0.35% (n = 390,000) | AID 588795; also: nearly all actives have a fitted effect of over 65% in size
Target sequence (P39748 whole entry, looked up): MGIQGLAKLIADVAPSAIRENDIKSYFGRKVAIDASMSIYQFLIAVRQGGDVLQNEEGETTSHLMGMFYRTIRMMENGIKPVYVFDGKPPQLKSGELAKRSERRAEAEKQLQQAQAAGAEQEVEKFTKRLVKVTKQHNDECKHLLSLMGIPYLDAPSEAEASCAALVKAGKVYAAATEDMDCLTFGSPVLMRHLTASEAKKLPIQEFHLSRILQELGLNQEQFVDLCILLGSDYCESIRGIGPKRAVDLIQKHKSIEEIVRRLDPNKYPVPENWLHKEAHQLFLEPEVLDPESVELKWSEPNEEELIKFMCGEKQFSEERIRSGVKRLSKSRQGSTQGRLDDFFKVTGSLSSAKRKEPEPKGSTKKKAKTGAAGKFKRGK
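In this screen, 50 nM flap DNA substrate was added to 10 nM FEN1 pretreated with compound for 15 min at room temperature; cleavage was followed with reads at 0 and 15 min, and Hill fitting gave concentration–response parameters.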
TDP1 cell CPT: DT40-hTDP1 cell growth loss with CPT; Potency, µM (doses to about 46.2 µM), for inactives: top-dose activity change, negative = growth inhibition, usual class: inhibitors; chicken DT40 Tdp1-/-;hTDP1 cells + 20 nM CPT, ATP luminescence, 48 h; AID 686979; actives 12% (n = 420,000); also: nearly all actives have a fitted effect of over 55% in size
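Chicken DT40 Tdp1-/- cells stably complemented with human TDP1 were seeded at 400 cells/well in medium containing 20 nM camptothecin, exposed to pin-transferred compounds, and grown at 37 °C for at least 48 hr. Viability was read as ATP luminescence.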
An asterisk follows results filed as active; & = joins results of further samples. Calls follow the shape of the dose curve; as a rule, active = well fitted curve in the direction sought with a large enough effect; inconclusive = small, poorly fitted or top-dose-only effect, or another doubt; inactive = no such curve, though single readings can be large; an effect the other way counts as inactive or inconclusive. % is scaled to controls: 0 for no effect and ±100 for the full control effect; potency is read from the fitted curve at half-maximal effect. Only part of the results is shown; the hit share may differ from the screen's.

For O=C(NCc1ccc(F)cc1)C1CCN(S(=O)(=O)c2ccc3c(c2)OCCCO3)CC1 the results were GCN5L2 inh 2%, FEN1 inhibitor 2% and TDP1 cell CPT inconclusive.
`N#CCOC(=O)c1sccc1-n1cccc1` gave GCN5L2 inh inconclusive, FEN1 inhibitor 10% and TDP1 cell CPT 21%.
CC1(C)CC(CC(=O)Nc2ccccn2)C(=O)O1 (stereo not given) was read as GCN5L2 inh -8%, FEN1 inhibitor -11% and TDP1 cell CPT 1%.
`CCS(=O)(=O)N1CCC2(CC1)OC(=O)C(C)=C2C(=O)NCc1cccc(Cl)c1` gave GCN5L2 inh -8%, FEN1 inhibitor -3% and TDP1 cell CPT 4%.
COc1ccc(-c2ocnc2C(=O)Nc2ccccc2N2CCCCC2)cc1 was read as GCN5L2 inh -16%, FEN1 inhibitor -2% and TDP1 cell CPT inconclusive.
For O=C(CN1CCCCC1)Nc1ccccc1Cl the results were GCN5L2 inh 19%, FEN1 inhibitor 18% and TDP1 cell CPT 1%.
For Cn1c(SCC(=O)Nc2ccc(N3CCOCC3)c(Cl)c2)nnc1-c1ccccc1 the results were FEN1 inhibitor -7% and TDP1 cell CPT inconclusive.
CC(=O)Nc1ccc(S(=O)(=O)N2C(C)CCCC2C)cc1 (stereo not given) was read as GCN5L2 inh 0%, FEN1 inhibitor -6% and TDP1 cell CPT inconclusive.
`O=C(OCc1ccccc1Cl)c1ccc(-c2nnn(Cc3ccc(F)cc3)n2)cc1` gave GCN5L2 inh -2%, FEN1 inhibitor -6% and TDP1 cell CPT 1%.
`Cc1nc(Cl)c2c(n1)NC(=O)CO2` gave GCN5L2 inh 0%, FEN1 inhibitor 20% and TDP1 cell CPT -5%.
For COc1ccc(N2C(=O)CC(N(CCc3ccccc3)C(=O)c3ccccc3)C2=O)cc1 (stereo not given) the results were GCN5L2 inh -11%, FEN1 inhibitor -10% and TDP1 cell CPT 2%.
For Cc1cccc(Oc2coc3cc(OC(=O)c4cncc(Br)c4)ccc3c2=O)c1 the results were GCN5L2 inh -6%, FEN1 inhibitor -13% and TDP1 cell CPT -11%.
For COc1ccc(/C=N/Nc2nncn2N)cc1Br the results were GCN5L2 inh -2%, FEN1 inhibitor 1% and TDP1 cell CPT inconclusive.
For Nc1nc(SCC(=O)OCc2ccccc2)[nH]c(=O)c1NC(=O)c1ccco1 the results were GCN5L2 inh -20%, FEN1 inhibitor -4% and TDP1 cell CPT -20%.
COC(=O)c1ccc(Cl)cc1NC(=O)N1CC2CCCN2c2ccccc21 (stereo not given) was read as GCN5L2 inh -21%, FEN1 inhibitor -7% and TDP1 cell CPT inconclusive.
O=C(CN1CCN(c2nc(-c3ccccc3)cs2)CC1)NNC(=O)c1ccc(Br)cc1 was read as GCN5L2 inh -21%, FEN1 inhibitor 1% and TDP1 cell CPT inconclusive.
For O=c1[nH]c(=O)n(-c2ccc(F)cc2)c2c1C(C(F)(F)F)(C(F)(F)F)N=C(c1ccc(F)cc1)N2 the results were GCN5L2 inh -3%, FEN1 inhibitor -8% and TDP1 cell CPT 4.6µM*.
`N#Cc1cc(N)ccc1Sc1ccc(Cl)cc1` gave GCN5L2 inh 0%, FEN1 inhibitor -19% and TDP1 cell CPT inconclusive.
Screening COc1ccc(C)cc1NC(=O)NNC(=O)C(C)Oc1ccc(F)cc1Cl (stereo not given) returned GCN5L2 inh -2%, FEN1 inhibitor -10% and TDP1 cell CPT -28%.
O=C(O)c1ccc2c(=O)n(-c3ccc(F)cc3)c(=S)[nH]c2c1 was read as GCN5L2 inh 2%, FEN1 inhibitor 3% and TDP1 cell CPT -4%.

Retrieved by compound from the entries so far:
`O=C(OCc1ccccc1Cl)c1ccc(-c2nnn(Cc3ccc(F)cc3)n2)cc1` gave GCN5L2 inh -2%, FEN1 inhibitor -6% and TDP1 cell CPT 1%.
COc1ccc(-c2ocnc2C(=O)Nc2ccccc2N2CCCCC2)cc1 was read as GCN5L2 inh -16%, FEN1 inhibitor -2% and TDP1 cell CPT inconclusive.
For COc1ccc(/C=N/Nc2nncn2N)cc1Br the results were GCN5L2 inh -2%, FEN1 inhibitor 1% and TDP1 cell CPT inconclusive.
For O=C(CN1CCCCC1)Nc1ccccc1Cl the results were GCN5L2 inh 19%, FEN1 inhibitor 18% and TDP1 cell CPT 1%.
O=C(O)c1ccc2c(=O)n(-c3ccc(F)cc3)c(=S)[nH]c2c1 was read as GCN5L2 inh 2%, FEN1 inhibitor 3% and TDP1 cell CPT -4%.
For Nc1nc(SCC(=O)OCc2ccccc2)[nH]c(=O)c1NC(=O)c1ccco1 the results were GCN5L2 inh -20%, FEN1 inhibitor -4% and TDP1 cell CPT -20%.

Compounds from the list above with an NH in an aromatic ring:
For Nc1nc(SCC(=O)OCc2ccccc2)[nH]c(=O)c1NC(=O)c1ccco1 the results were GCN5L2 inh -20%, FEN1 inhibitor -4% and TDP1 cell CPT -20%.
For O=c1[nH]c(=O)n(-c2ccc(F)cc2)c2c1C(C(F)(F)F)(C(F)(F)F)N=C(c1ccc(F)cc1)N2 the results were GCN5L2 inh -3%, FEN1 inhibitor -8% and TDP1 cell CPT 4.6µM*.
O=C(O)c1ccc2c(=O)n(-c3ccc(F)cc3)c(=S)[nH]c2c1 was read as GCN5L2 inh 2%, FEN1 inhibitor 3% and TDP1 cell CPT -4%.

Remaining list, next part:
`CCOC(=O)Cn1c(=O)oc2cc(S(=O)(=O)N3CCC(N4CCCCC4)CC3)ccc21` gave GCN5L2 inh -3%, FEN1 inhibitor 4% and TDP1 cell CPT 3%.
`O=C(O)c1ccc(C=NNC(=O)c2ccccc2NS(=O)(=O)c2cccs2)cc1` gave GCN5L2 inh 1%, FEN1 inhibitor 13% and TDP1 cell CPT 2%.
Screening CCCn1nc(NC(=O)C(C)(C)C)c2cc3cc(OC)ccc3nc21 returned GCN5L2 inh -6%, FEN1 inhibitor 10% and TDP1 cell CPT -26%.
`O=C(Cn1c(=O)n(CC(=O)N2CCCCC2)c(=O)c2sccc21)NCc1ccccc1` gave GCN5L2 inh -20%, FEN1 inhibitor 4% and TDP1 cell CPT -1%.
CC1CC(=O)Nc2ccccc2N1S(=O)(=O)c1ccc(Br)cc1 (stereo not given) was read as GCN5L2 inh -8%, FEN1 inhibitor -2% and TDP1 cell CPT -13%.
Screening Cc1nn(CC(=O)Nc2ccc3c(c2)nc2n3CCN(C3CCCCC3)C2)c(=O)c2ccccc12 returned GCN5L2 inh 1%, FEN1 inhibitor -7% and TDP1 cell CPT inconclusive.
`COC(=O)c1ccccc1NC(=O)Cn1c(CCC(=O)O)ccc1-c1ccc(C)cc1` gave GCN5L2 inh -3%, FEN1 inhibitor -3% and TDP1 cell CPT -28%.
COc1cccc(CN(C(=O)c2cnccn2)C(C(=O)NC2CCCCC2)c2cc(OC)c(OC)c(OC)c2)c1 (stereo not given) was read as GCN5L2 inh 2%, FEN1 inhibitor 2% and TDP1 cell CPT 0%.
Screening COc1ccc(N2Cc3ccccc3/C2=N\C(=O)Nc2ccccc2)cc1 returned GCN5L2 inh -9%, FEN1 inhibitor -10% and TDP1 cell CPT 3%.
Screening Cc1cc(C)c2c(n1)nn1c(-n3ccnc3)cc(C)nc21 returned GCN5L2 inh -14%, FEN1 inhibitor -12% and TDP1 cell CPT inconclusive.
Screening CC1Cc2cc(/C(O)=C3/C(=O)C(=O)N(CCN4CCOCC4)C3c3cccc(Cl)c3)ccc2O1 (stereo not given) returned GCN5L2 inh -20%, FEN1 inhibitor 2% and TDP1 cell CPT 12%.
Screening Cc1csc(Nc2ccc(Cl)cc2)[n+]1-c1ccc(Cl)cc1 returned GCN5L2 inh -10%, FEN1 inhibitor 2% and TDP1 cell CPT inconclusive.
Screening Cc1ccc(-c2c(CN3CCN(c4cc(C)ccc4C)CC3)csc2C)cc1 returned GCN5L2 inh -6%, FEN1 inhibitor -2% and TDP1 cell CPT inconclusive.
`CCCn1nc(C(=O)Nc2ccc3c(c2)OCCO3)c2ccccc2c1=O` gave GCN5L2 inh -18%, FEN1 inhibitor -4% and TDP1 cell CPT inconclusive.
Cn1c(CSCc2ccccc2)nnc1SCC(=O)Nc1ccc(C(=O)O)cc1 was read as GCN5L2 inh inconclusive, FEN1 inhibitor 2% and TDP1 cell CPT -5%.
For CCCC(C)NC(=O)COc1ccc(Sc2ccc(OCC(=O)NC(C)CCC)cc2)cc1 (stereo not given) the results were GCN5L2 inh 0%, FEN1 inhibitor -1% and TDP1 cell CPT 8.2µM*.
Oc1ccccc1C1=NN(c2ccccc2)C(c2ccc(F)cc2)C1 (stereo not given) was read as GCN5L2 inh -13%, FEN1 inhibitor 3% and TDP1 cell CPT -16%.
For Cc1ccc(S(=O)(=O)NCCS(=O)(=O)N2CCN(c3ccccc3)CC2)cc1 the results were GCN5L2 inh -4%&-21%, FEN1 inhibitor 20%&0% and TDP1 cell CPT -22%&-27%.
CCN1CCN(CCC2Oc3cc([N+](=O)[O-])ccc3NC2=O)CC1 (stereo not given) was read as GCN5L2 inh -2%, FEN1 inhibitor 4% and TDP1 cell CPT 8%.
Cc1ccc(NC(=O)CC(NCC2CCCO2)C(=O)O)cc1C (stereo not given) was read as GCN5L2 inh 3%, FEN1 inhibitor -2% and TDP1 cell CPT 10%.
For O=C(CCSc1ccccc1)NC(=O)COC(=O)c1ccc(OC(F)F)cc1 the results were GCN5L2 inh -5%, FEN1 inhibitor 7% and TDP1 cell CPT -17%.
For CC(=O)N1CCC[C@@]2(CCN(Cc3nccs3)C2)C1 the results were GCN5L2 inh -9% and TDP1 cell CPT 9%.
C=CCNc1nnc(SC2CC(=O)N(c3ccc(OCCC)cc3)C2=O)s1 (stereo not given) was read as GCN5L2 inh -12%, FEN1 inhibitor 1% and TDP1 cell CPT 1.8µM*.
For COC(=O)c1sc(N)c(C(=O)OC)c1COC(=O)CNS(=O)(=O)c1cccc(C#N)c1 the results were GCN5L2 inh -3%, FEN1 inhibitor -20% and TDP1 cell CPT -22%.
`CCC(=O)Nc1cc(OC)c(NC(=O)c2ccccc2)cc1OC` gave GCN5L2 inh -12%, FEN1 inhibitor -5% and TDP1 cell CPT -23%.
CN(C)C(=O)c1ccc(-c2nccc(N(C)Cc3ccco3)n2)cc1 was read as GCN5L2 inh -7% and TDP1 cell CPT -5%.
For Cn1c(SCC(=O)N2c3ccccc3Sc3ccccc32)nc2ccccc21 the results were GCN5L2 inh -7%, FEN1 inhibitor inconclusive and TDP1 cell CPT inconclusive.
CCCNC(=O)c1ccc(Cn2c(SCC(N)=O)nc3ccccc3c2=O)cc1 was read as GCN5L2 inh -7%, FEN1 inhibitor 0% and TDP1 cell CPT -1%.
For CCS(=O)(=O)N1CCN(C(=O)C(c2ccccc2)c2ccccc2)CC1 the results were GCN5L2 inh 2%, FEN1 inhibitor -7% and TDP1 cell CPT 2%.
Screening COc1cccc(C2CC(c3ccccc3Cl)n3ncnc3N2)c1 (stereo not given) returned GCN5L2 inh -9%, FEN1 inhibitor -11% and TDP1 cell CPT -22%.
For O=C(O)c1ccccc1-n1c(-c2ccccc2)cc2c1CCCC2=O the results were GCN5L2 inh -8%, FEN1 inhibitor -1% and TDP1 cell CPT -12%.
Screening N#Cc1c(-c2ccccc2F)cc(-c2cccnc2)nc1N returned GCN5L2 inh 0%, FEN1 inhibitor 16% and TDP1 cell CPT -22%.
CC1=CC(C)(C)NC(=S)N1C(C)c1ccccc1 (stereo not given) was read as GCN5L2 inh -17%, FEN1 inhibitor 0% and TDP1 cell CPT inconclusive.
For Cc1nn(C(C)C(=O)Nc2ccccc2Cl)c(=O)c2nn(-c3ccccc3)c(C)c12 (stereo not given) the results were GCN5L2 inh -6%, FEN1 inhibitor -19% and TDP1 cell CPT inconclusive.
For O=C(Nc1ccc(Cl)cc1)C1=Cc2cc(Cl)ccc2OC1 the results were GCN5L2 inh -6%, FEN1 inhibitor -12% and TDP1 cell CPT 18µM*.
CCn1c(SCC(=O)Nc2ncc(C(F)(F)F)cc2Cl)nnc1-c1ccccc1 was read as GCN5L2 inh 12%, FEN1 inhibitor 18% and TDP1 cell CPT -14%.
Screening COCCNC(=O)c1cc(-c2ccncc2)nc2ccc(S(=O)(=O)N3CCOCC3)cc12 returned GCN5L2 inh -10%, FEN1 inhibitor -3% and TDP1 cell CPT 1%.
`O=C(Nc1ccc(S(=O)(=O)Nc2ccnn2-c2ccccc2)cc1)C(F)(F)F` gave GCN5L2 inh 9%, FEN1 inhibitor 5% and TDP1 cell CPT -12%.
For O=[N+]([O-])c1cccc(C2(O)COc3ccccc3O2)c1 (stereo not given) the results were GCN5L2 inh -7%, FEN1 inhibitor 1% and TDP1 cell CPT 7%.
